Mot1-301 SUMO = SUMOylation pathway inhibition by Mot1-301 growth rescue; 1% of 320,000 active; growth rescue, % at 18.8 µM; S. cerevisiae Mot1-301 growth rescue, ATP luminescence, 38.5C; percent above DMSO median, 100 means doubled; AID 2716;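 active means every valid replicate shows activation above 250% relative to neutral control wells; inactive means the rest, any valid replicate at or below 250%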;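 further: OY570 slx delta 5 strain wells were the positive control but not used for scaling; some compounds called inactive have numbers as strong as hits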
AddAB inh = less growth of phage-infected E. coli with AddAB | inhibition, % at 11.9 µM | E. coli expressing H. pylori AddAB, absorbance growth | 0.29% of 330,000 active; in the data active means inhibition above about 12%;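 further: 0% = vehicle wells of infected cells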
HTR5A ag ctr = HTR5A agonism, opioid heterodimer counter-screen; AID 504692; 0.61% of 340,000 active; P47898; activation, % at 9.3 µM; HTR5A agonist assay, luminescence, cell-based; in the data active means activation mostly above about 9.5%, no sharp cut-off; inactive means mostly below about 7.6%;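 further: 0% = cells with vehicle only and 100% = reference agonist; strong numbers were not always called active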
HTR5A inv ctr = counter-screen for OPRM1-OPRD1 inverse agonists: human HTR5A inverse agonism. HTR5A cell line, luminescence. P47898. AID 504634. 0.083% of 340,000 active. inhibition, % at 9.3 µM; in the data active means inhibition mostly above about 23%, no sharp cut-off; inactive means mostly below about 18%;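 further: 0% = cells with DMSO and 100% = no-cell wells with DMSO; some compounds called inactive have numbers as strong as hits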
phage Ecoli inh = E. coli growth loss with phage present; 0.26% of 360,000 active; inhibition, % at 11.9 µM; growth absorbance; in the data active means inhibition above about 11%
PKA-R1A act = activators of PKA-R1A complex; 0.083% of 340,000 active; AID 504707; activation, % at 11.4 µM; P00514+P68181; PKA-R1A dissociation, Cy5-IP20 fluorescence polarization; scaled: DMSO 0%, 113 µM cGMP 100%;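 active means percent activation above the mean of all tested compounds plus 3 SD, cut at about 19% in these data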;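 further: higher means more PKAc released from R1A so a rise in polarization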
MOR-DOR inv ag = mu-delta opioid heterodimer inverse agonism; cell-based MOR-DOR heterodimer luminescence; inhibition, % at 9.3 µM; 0.21% of 340,000 active; in the data active means inhibition above about 22%, passing the limit was not always enough;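 further: 0% = cells with DMSO and 100% = wells without cells with DMSO; values of inactives mirror those of a sister screen read the other way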
MOR-DOR ag = agonists of human mu-delta opioid receptor heterodimerization | 0.3% of 340,000 active | activation, % at 9.3 µM | P35372+P41143 | cells, OPRM1-OPRD1 heterodimerization, luminescence; in the data active means activation above about 18%;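 further: 0% = vehicle-treated cells and 100% = reference agonist; values of inactives mirror those of a sister screen read the other way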
E coli growth = bacterial growth inhibition, counter-screen for AddAB inhibitors; AID 449728; inhibition, % at 11.9 µM; E. coli V3065 growth, OD600 absorbance, 18 h; 0.27% of 330,000 active;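 active means inhibition above the campaign's mean inhibition across all tested compounds plus 3 SD, cut at about 9.9% in these data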;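 further: uninfected addAB+ strain grown without phage in ampicillin broth; 0% = DMSO wells and 100% = ciprofloxacin 0.95 µg/ml wells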
DSG3 Ab inh = human desmoglein-3 autoantibody binding inhibition | binding (percent of control), % at 10 µM | P32926 | DSG3-coupled beads, scFv-anti-DSG3-GFP binding, flow cytometry; stronger effect = lower value | 0.48% of 310,000 active;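 active means binding more than 3 SD below its plate's average and above zero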;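 further: hits lower antibody fragment binding to DSG3; some compounds called inactive have numbers as strong as hits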
Target sequence (P32926 whole entry, looked up, the tested form may be a part): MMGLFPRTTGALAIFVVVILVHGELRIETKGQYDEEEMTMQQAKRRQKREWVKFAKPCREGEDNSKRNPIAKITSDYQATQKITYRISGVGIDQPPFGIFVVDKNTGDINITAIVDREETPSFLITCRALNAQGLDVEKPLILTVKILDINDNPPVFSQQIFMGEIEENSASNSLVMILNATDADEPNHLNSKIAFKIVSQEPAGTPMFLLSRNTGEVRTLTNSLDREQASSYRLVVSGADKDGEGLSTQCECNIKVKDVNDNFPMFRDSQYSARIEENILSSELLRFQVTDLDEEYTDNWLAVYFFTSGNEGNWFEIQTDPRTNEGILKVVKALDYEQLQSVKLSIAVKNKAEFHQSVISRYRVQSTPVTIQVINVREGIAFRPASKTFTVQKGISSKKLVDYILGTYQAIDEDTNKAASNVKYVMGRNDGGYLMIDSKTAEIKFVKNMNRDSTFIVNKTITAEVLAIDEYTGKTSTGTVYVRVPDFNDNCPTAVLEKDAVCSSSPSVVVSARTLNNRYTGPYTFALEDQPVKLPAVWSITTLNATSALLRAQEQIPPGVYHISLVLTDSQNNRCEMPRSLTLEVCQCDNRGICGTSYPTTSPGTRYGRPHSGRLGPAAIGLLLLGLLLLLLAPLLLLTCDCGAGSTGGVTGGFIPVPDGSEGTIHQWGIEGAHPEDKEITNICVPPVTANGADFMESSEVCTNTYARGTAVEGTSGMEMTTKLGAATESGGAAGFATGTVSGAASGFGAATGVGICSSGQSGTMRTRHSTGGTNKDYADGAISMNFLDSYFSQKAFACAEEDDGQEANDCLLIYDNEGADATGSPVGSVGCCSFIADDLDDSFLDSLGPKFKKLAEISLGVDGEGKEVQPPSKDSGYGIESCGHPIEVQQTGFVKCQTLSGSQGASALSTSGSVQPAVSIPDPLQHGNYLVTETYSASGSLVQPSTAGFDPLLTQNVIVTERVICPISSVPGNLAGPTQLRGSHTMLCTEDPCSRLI
PfHsp90 yeast 2 = inhibits growth of yeast expressing Plasmodium falciparum Hsp90. S. cerevisiae expressing PfHsp90, BacTiter-Glo ATP, 48 h; yeast lacking PDR1 and PDR3 efflux regulators. inhibition, % at 9.4 µM. 0.32% of 310,000 active;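 active means every replicate shows inhibition above about 80%, whatever the replicate mean, limit read from the data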;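 further: 0% = DMSO neutral controls and 100% = 20 µM radicicol positive controls; yeast relying on Plasmodium falciparum Hsp90 in place of its own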
Active calls of the source: *; . = no result given.

smiles	Mot1-301 SUMO	AddAB inh	HTR5A ag ctr	HTR5A inv ctr	phage Ecoli inh	PKA-R1A act	MOR-DOR inv ag	MOR-DOR ag	E coli growth	DSG3 Ab inh	PfHsp90 yeast 2
CC(NC(=O)COC(=O)CNC(=O)c1ccc(-c2ccccc2)cc1)c1ccccc1 (stereo unspecified)	57	5.5	-5	12	1.0	-12	-22	3.3	3.2	100	-9
COCCNC(=S)N/N=C(\C)c1ccccc1O	-11	4.8	0	-8	2.5	1	15	-2.7	-0.5	116	-7
CCc1ccc(N2CC(C(=O)Nc3nc4ccc(S(C)(=O)=O)cc4s3)CC2=O)cc1 (stereo unspecified)	12	-2.4	-2	6	1.3	-5	-14	1.7	-0.9	112	18
CCN1CCCC1CNS(=O)(=O)c1ccc(Br)cc1 (stereo unspecified)	7	-1.6	3	-12	0.2	-1	14	-3.2	-0.2	101	18
COc1ccc(OCCN2C(=O)NC3(CCc4ccccc4C3)C2=O)cc1 (stereo unspecified)	13	0.3	-3	8	2.1	-5	1	-0.1	0.6	99	16
COc1ccc(CN(C)C(=O)CCC(=O)N2CCN(S(=O)(=O)c3ccc(Cl)cc3)CC2)c(OC)c1	.	.	-1	9	2.0	1	4	-1.0	.	104	.
COc1ccc(CN2CCn3ncc(C(=O)Nc4ccccc4)c3C2=O)cc1	-18	5.1	1	-6	7.0	0	7	-1.4	1.6	94	34
CN(CC(=O)Nc1cc(C(F)(F)F)ccc1-n1cncn1)Cc1ccccc1N1CCOCC1	.	.	-1	2	1.1	-7	-7	1.4	.	102	4
O=C(N/N=C/c1ccc([N+](=O)[O-])cc1)c1cc(C2CC2)[nH]n1	4	0.9	-7	17	-0.8	-5	-3	0.8	1.5	108	-16
CCN(CC)CCOC(=O)c1cccc(Br)c1	14	3.1	2	-4	1.6	9	18	-3.2	2.9	111	0
O=C(Cn1ccc(C(F)(F)F)n1)N=Nc1c(O)[nH]c2ccccc12	24	4.7	3	-9	3.6	-3	6	-1.0	-1.5	99	-13
Cc1cccc(C)c1NC(=O)COn1nnc2ccc(C(F)(F)F)cc21	-6	-0.8	4	-9	2.9	-2	-35	5.3	-2.1	89	17
CCOc1ccc(-c2c(=O)n(OCc3nc4ccccc4[nH]3)c3ccccc3[n+]2[O-])cc1	1	-1.5	1	-24	2.4	-12	11	-2.3	0.5	.	-4
Cc1nc2ccccc2nc(C)c1=NOCc1cccc(Cl)c1	-7	-1.4	4	-13	1.4	-4	-15	2.5	-1.8	99	10
CCOC(=O)/C=c1\s/c(=C\c2c(OCC)ccc3ccccc23)c(=O)n1CC(=O)NCC1CCCO1 (stereo unspecified)	-1	2.5	-9	22	2.6	0	13	-2.6	-1.3	92	-15

Arranged by molecular weight (lowest first): 9 of the compounds above.
smiles	Mot1-301 SUMO	AddAB inh	HTR5A ag ctr	HTR5A inv ctr	phage Ecoli inh	PKA-R1A act	MOR-DOR inv ag	MOR-DOR ag	E coli growth	DSG3 Ab inh	PfHsp90 yeast 2
CCN(CC)CCOC(=O)c1cccc(Br)c1	14	3.1	2	-4	1.6	9	18	-3.2	2.9	111	0
CCN1CCCC1CNS(=O)(=O)c1ccc(Br)cc1 (stereo unspecified)	7	-1.6	3	-12	0.2	-1	14	-3.2	-0.2	101	18
Cc1cccc(C)c1NC(=O)COn1nnc2ccc(C(F)(F)F)cc21	-6	-0.8	4	-9	2.9	-2	-35	5.3	-2.1	89	17
COc1ccc(CN2CCn3ncc(C(=O)Nc4ccccc4)c3C2=O)cc1	-18	5.1	1	-6	7.0	0	7	-1.4	1.6	94	34
CC(NC(=O)COC(=O)CNC(=O)c1ccc(-c2ccccc2)cc1)c1ccccc1 (stereo unspecified)	57	5.5	-5	12	1.0	-12	-22	3.3	3.2	100	-9
CCOc1ccc(-c2c(=O)n(OCc3nc4ccccc4[nH]3)c3ccccc3[n+]2[O-])cc1	1	-1.5	1	-24	2.4	-12	11	-2.3	0.5	.	-4
CN(CC(=O)Nc1cc(C(F)(F)F)ccc1-n1cncn1)Cc1ccccc1N1CCOCC1	.	.	-1	2	1.1	-7	-7	1.4	.	102	4
CCOC(=O)/C=c1\s/c(=C\c2c(OCC)ccc3ccccc23)c(=O)n1CC(=O)NCC1CCCO1 (stereo unspecified)	-1	2.5	-9	22	2.6	0	13	-2.6	-1.3	92	-15
COc1ccc(CN(C)C(=O)CCC(=O)N2CCN(S(=O)(=O)c3ccc(Cl)cc3)CC2)c(OC)c1	.	.	-1	9	2.0	1	4	-1.0	.	104	.

Further compounds
smiles	Mot1-301 SUMO	AddAB inh	HTR5A ag ctr	HTR5A inv ctr	phage Ecoli inh	PKA-R1A act	MOR-DOR inv ag	MOR-DOR ag	E coli growth	DSG3 Ab inh	PfHsp90 yeast 2
O=S(=O)(c1cc(Cl)sc1Cl)N1CCCC1	-1	3.1	11	-9	-0.1	6	-11	2.0	1.7	103	7
Cc1ccccc1CCNC(=O)C1CC(O)CN1C(=O)Nc1ccccc1 (stereo unspecified)	-1	-0.8	-2	8	-0.2	-2	15	-2.9	-1.9	116	12
Nn1c(SCC(=O)Nc2ccc3c(c2)OCCO3)nnc1-c1cccnc1	-6	0.6	-1	2	0.6	6	7	-1.4	1.4	105	16
O=C(NCc1ccco1)c1cc(-c2ccccc2)nn1CC1CC(c2cccc([N+](=O)[O-])c2)=NO1 (stereo unspecified)	9	0.2	7	6	0.9	-9	7	-1.4	-0.5	102	.
CC(=O)N1CCN(C(=S)Nc2ccc(SC(F)F)cc2)CC1	27	0.7	1	-4	3.3	-7	5	-0.9	-0.7	106	-18
CCOC(=O)c1sc2nc(N3CCOCC3)c3c(c2c1N)CC(C)(C)N(C)C3	-23	1.7	6	19	1.6	0	0	0.0	-0.8	100	1
O=C(NC1CC1)c1sc2cc(F)ccc2c1Cl	-2	0.7	-1	3	4.3	-5	-2	0.4	-1.8	101	-12
O=C(CC12CC3CC(CC(C3)C1)C2)NCC(=O)N1CCCC1	-12	1.5	0	11	1.0	13	-8	1.9	-0.6	.	-5

High-throughput results from PubChem.
